# HP1b binding inh – HTS for Inhibitors of HP1-beta Chromodomain Interactions with Methylated Histone Tails. Chromobox protein homolog 1 (Homo sapiens), P83916. AlphaScreen HP1-beta / biotin-H3K9me3 peptide binding. Potency, µM (doses to about 114 µM), without a hit: top-dose activity change, negative = inhibition, usual class: inhibitors. 390,000 tested, 0.56% active. AID 540317, 2011; also: nearly all actives have a fitted effect of over 70% in size; inactives centre near 23
#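 HP1-beta protein (50 nM final) preincubated 30 min at room temperature with biotinylated H3(1-18)K9me3 peptide (50 nM) in PBS pH 7.4, 0.01% Tween-20, then compound added for 30 min. AlphaScreen streptavidin donor/nickel chelate acceptor beads (10 ug/mL final), 30 min dark, luminescence read.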
# JMJD2A Tudor – qHTS Assay for Inhibitors of JMJD2A-Tudor Domain; Lysine-specific demethylase 4A (Homo sapiens), O75164; AlphaScreen JMJD2A-Tudor / H3K4me3 peptide binding; Potency, µM (titrated, usually from 114 µM), for the others: top-dose activity change, negative = inhibition, most hits filed as inhibitors; 390,000 tested, 4.4% active; AID 504339, 2011; also: % is scaled to controls: 0 for no effect and ±100 for the full control effect; nearly all actives have a fitted effect of over 50% in size
# G9a block – qHTS Assay for Inhibitors of Histone Lysine Methyltransferase G9a; Histone-lysine N-methyltransferase EHMT2 (Homo sapiens), Q96KQ7; G9a H3K9 monomethylation, AlphaScreen, 2 h; Potency, µM (top dose mostly 102 µM), for inactives: at the top dose activity, negative = inhibition, hits mostly inhibitors; 350,000 tested, 8.8% active; also: % is scaled to controls: 0 for no effect and ±100 for the full control effect; nearly all actives have a fitted effect of over 75% in size
#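 Quantitative HTS format: methyltransferase activity on a biotin-tagged H3K9 peptide is measured by AlphaScreen, using a rabbit anti-monomethyl-H3K9 antibody with streptavidin donor and anti-IgG acceptor beads. Final levels are 20 nM enzyme, 500 nM peptide, 20 uM SAM; 2 h RT.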
# Pin1 inh – qHTS Assay to Find Inhibitors of Pin1. Pin1 FP peptide displacement, HiFluor488, 10 min. Peptidyl-prolyl cis-trans isomerase NIMA-interacting 1 (Homo sapiens), Q13526. Potency, µM (top dose mostly 115 µM), inactives show at the top dose activity, negative = inhibition, actives largely listed as inhibitors. 390,000 tested, 0.009% active; active = well fitted inhibition curve with a large enough effect in the polarisation, with a control signal flat, not every such curve was filed as active; inconclusive = small, poorly fitted or top-dose-only effect, or effect the other way, or a change in a side signal; inactive = no such curve, though single readings can be large or run the other way; the % refers to the polarisation; also: % is scaled to controls: 0 for no effect and ±100 for the full control effect
# POLI inh – qHTS for Inhibitors of Polymerase Iota; DNA polymerase iota (Homo sapiens), Q9UNA4; Pol iota fluorescent replication assay, 10 min; Potency, µM (top dose mostly 115 µM), for the others: at the highest dose activity, negative = inhibition, hits mostly inhibitors; 390,000 tested, 1% active; AID 588590, 2011
#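 Pol iota at 10 nM preincubated 15 min with compounds at room temperature; reaction started with fluorescent substrate, 50 nM final. Fluorescence read kinetically at 0 and 10 min; buffer-only wells as negative control.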
# GLS inhibitor – qHTS for Inhibitors of Glutaminase (GLS); GLS enzymatic activity, qHTS titration; Potency, µM (titrated, usually from 45.5 µM), inactives show at the highest dose activity change, negative = inhibition, actives largely listed as inhibitors; Glutaminase kidney isoform, mitochondrial (Homo sapiens), O94925; 410,000 tested, 0.21% active; also: % is scaled to controls: 0 for no effect and ±100 for the full control effect
#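 Glutamate formation by hKGA was monitored fluorometrically using coupled glutamate oxidase, HRP and Amplex Red. Substrate was added as 1 mM L-glutamine solution; incubation was 30 min at RT after an initial read.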
# PGK inhibitor – qHTS Assay to Find Inhibitors of Phosphoglycerate Kinase. 380,000 tested, 0.043% active. PGK/GAPDH coupled, Kinase-Glo luminescence, 60 min. Potency, µM (doses to about 57.5 µM), inactives show top-dose activity change, negative = inhibition, hits mostly inhibitors. Phosphoglycerate kinase, glycosomal (Trypanosoma brucei brucei), P07378; also: % is scaled to controls: 0 for no effect and ±100 for the full control effect; nearly all actives have a fitted effect of over 60% in size
#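 Luminescent ATP detection (Kinase-Glo Plus) follows a 60-minute room-temperature incubation, with wells lacking PGK as controls. Buffer: 100 mM TEA (pH 7.6), 5 mM MgCl2, 0.01% Tween-20. Coupling enzyme GAPDH (100 nM final) supplies unstable 1,3-BPG in-well.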
# BAZ2B block – qHTS Assay for Inhibitors of BAZ2B; Bromodomain adjacent to zinc finger domain protein 2B (Homo sapiens), Q9UIF8; AlphaScreen BAZ2B-H3K14Ac peptide displacement; Potency, µM (top dose mostly 114 µM), without a hit: at the highest dose activity change, negative = inhibition, actives largely listed as inhibitors; 360,000 tested, 4.4% active; AID 504333, 2011; also: % is scaled to controls: 0 for no effect and ±100 for the full control effect; nearly all actives have a fitted effect of over 60% in size
# Target sequence (Q9UIF8 whole entry, looked up, the tested form may be a part): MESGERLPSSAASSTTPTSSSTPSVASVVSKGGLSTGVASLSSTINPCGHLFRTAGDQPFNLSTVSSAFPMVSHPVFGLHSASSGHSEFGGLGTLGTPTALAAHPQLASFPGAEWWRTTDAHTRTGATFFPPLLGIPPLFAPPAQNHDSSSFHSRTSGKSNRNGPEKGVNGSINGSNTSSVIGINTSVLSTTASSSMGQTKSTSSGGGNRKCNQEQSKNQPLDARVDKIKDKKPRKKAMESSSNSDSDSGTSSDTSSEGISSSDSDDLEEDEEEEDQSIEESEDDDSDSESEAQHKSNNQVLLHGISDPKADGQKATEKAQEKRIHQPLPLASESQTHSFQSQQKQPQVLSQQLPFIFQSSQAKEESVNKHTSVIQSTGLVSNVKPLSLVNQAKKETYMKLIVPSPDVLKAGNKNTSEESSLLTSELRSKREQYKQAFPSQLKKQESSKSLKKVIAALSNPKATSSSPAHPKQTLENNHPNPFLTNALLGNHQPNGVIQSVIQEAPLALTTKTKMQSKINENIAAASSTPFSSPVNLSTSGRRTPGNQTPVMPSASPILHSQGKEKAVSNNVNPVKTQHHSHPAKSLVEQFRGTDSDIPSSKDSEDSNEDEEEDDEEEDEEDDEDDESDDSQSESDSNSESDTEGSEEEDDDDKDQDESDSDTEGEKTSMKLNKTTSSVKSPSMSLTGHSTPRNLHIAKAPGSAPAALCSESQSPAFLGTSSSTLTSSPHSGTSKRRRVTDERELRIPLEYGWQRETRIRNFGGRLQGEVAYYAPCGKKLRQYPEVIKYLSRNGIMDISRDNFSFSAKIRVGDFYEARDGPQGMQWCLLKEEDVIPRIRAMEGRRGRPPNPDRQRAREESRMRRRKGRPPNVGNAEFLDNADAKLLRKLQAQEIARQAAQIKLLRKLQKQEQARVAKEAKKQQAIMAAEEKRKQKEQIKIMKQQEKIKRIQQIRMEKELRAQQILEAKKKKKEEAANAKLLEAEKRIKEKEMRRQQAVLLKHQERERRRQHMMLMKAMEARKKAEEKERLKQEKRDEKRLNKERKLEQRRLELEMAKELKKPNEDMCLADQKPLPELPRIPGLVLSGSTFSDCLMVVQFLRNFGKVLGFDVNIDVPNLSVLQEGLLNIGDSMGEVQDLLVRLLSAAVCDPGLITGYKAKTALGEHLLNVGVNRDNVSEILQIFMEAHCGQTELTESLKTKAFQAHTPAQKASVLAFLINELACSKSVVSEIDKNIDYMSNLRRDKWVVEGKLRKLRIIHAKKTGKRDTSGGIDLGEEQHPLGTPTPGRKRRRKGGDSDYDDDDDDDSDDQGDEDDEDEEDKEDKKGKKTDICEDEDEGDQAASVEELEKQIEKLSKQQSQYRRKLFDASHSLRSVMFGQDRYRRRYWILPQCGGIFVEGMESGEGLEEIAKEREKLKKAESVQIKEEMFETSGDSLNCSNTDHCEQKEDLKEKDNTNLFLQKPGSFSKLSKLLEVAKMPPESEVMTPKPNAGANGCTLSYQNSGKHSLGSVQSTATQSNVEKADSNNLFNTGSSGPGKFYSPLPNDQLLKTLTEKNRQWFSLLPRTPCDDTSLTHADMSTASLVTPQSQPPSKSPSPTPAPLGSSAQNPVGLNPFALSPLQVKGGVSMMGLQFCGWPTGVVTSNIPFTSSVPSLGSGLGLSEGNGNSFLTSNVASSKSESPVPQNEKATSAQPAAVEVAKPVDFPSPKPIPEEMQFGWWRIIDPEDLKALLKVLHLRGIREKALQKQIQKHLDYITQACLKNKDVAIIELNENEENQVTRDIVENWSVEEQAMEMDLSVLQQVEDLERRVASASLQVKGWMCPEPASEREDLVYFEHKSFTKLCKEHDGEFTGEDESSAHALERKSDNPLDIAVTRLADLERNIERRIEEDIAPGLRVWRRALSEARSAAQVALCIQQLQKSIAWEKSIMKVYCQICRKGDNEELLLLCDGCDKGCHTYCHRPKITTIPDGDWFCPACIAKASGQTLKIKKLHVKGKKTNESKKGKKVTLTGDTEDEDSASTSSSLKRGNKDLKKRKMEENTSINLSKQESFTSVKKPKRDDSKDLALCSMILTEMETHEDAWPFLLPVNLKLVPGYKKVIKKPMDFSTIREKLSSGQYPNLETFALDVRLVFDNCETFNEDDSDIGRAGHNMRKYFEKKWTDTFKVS
#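 Protein-peptide AlphaScreen: BAZ2B 50 nM, b-H3K14Ac 50 nM, 1x PBS pH 7.4 + 0.01% Tween-20. Preincubation 30 min RT; cpd 30 min RT (top 110 uM); beads 20 min RT, light-protected.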
# BLM helicase inh – qHTS Assay for Inhibitors of Bloom's syndrome helicase (BLM); RecQ-like DNA helicase BLM (Homo sapiens), P54132; recombinant BLM DNA unwinding, fluorescence dequenching; Potency, µM (top dose mostly 56.1 µM), inactives show at the highest dose activity change, negative = inhibition, actives largely listed as inhibitors; 350,000 tested, 0.2% active; AID 2528, 2010;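 also: plate controls were vehicle for no effect and no enzyme for full effect; nearly all actives have a fitted effect of over 35% in size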
# Starred values were filed as active, the others as inactive; i = inactive; ? = inconclusive; nt = no result given; & = joins results of further samples; [ ] = another dose, or the depositor's remark. Unless noted, calls follow the shape of the dose curve; as a rule, active = well fitted curve in the direction sought with a large enough effect; inconclusive = small, poorly fitted or top-dose-only effect, or another doubt; inactive = no such curve, though single readings can be large; an effect the other way counts as inactive or inconclusive. Potency is read from the fitted curve at half-maximal effect. Not all compounds are listed. The share of hits here may be higher or lower than overall.
SMILES,HP1b binding inh,JMJD2A Tudor,G9a block,Pin1 inh,POLI inh,GLS inhibitor,PGK inhibitor,BAZ2B block,BLM helicase inh
O=C(CN1C(=O)NC2(CCCCC2)C1=O)N1CCOCC1,27%,-1%,3%[59 µM],-13%,14%,1%,i,13%,nt
CCNc1c(NC(=O)C2CCC(C)CC2)c(=O)oc2ccccc12 (configuration not stated),-20%,-6%,24%,-2%,40%[activator],17%,3%,5%,0%
O=C(/C=C/c1cn(CC(O)CN2CCCCCC2)c2ccccc12)c1cccs1 (configuration not stated),-6%,-33%,-7%[59 µM],?,137%[activator],101%[activator],-1%,-34%,1%
Cc1nn(C)c(C)c1S(=O)(=O)N(CC(=O)Nc1ccc(F)cc1F)c1ccc(C(C)C)cc1,28%,-8%,-22%[59 µM],-11%,-15%,-2%,11%,-6%,-10%
C=CCn1c(SCC(N)=O)nnc1-c1cccc(Br)c1,29%,-20%,-2%,2%,3%,-2%,2%,0%,-2%
O=C(C[n+]1cccc2ccccc21)c1ccccc1,47%[activator],1%[57.1 µM],45µM*,?,-2%,-11%,-2%,11%,1%
Cc1ccc(S(=O)(=O)c2cn(C)c3cc(N4CCN(c5ccccc5)CC4)c(F)cc3c2=O)cc1,15%,-9%,3%[59 µM],0%,20%,2%,2%,2%,-4%
CC(=O)N(C(C)=O)c1nc(-c2ccccc2)cn1/N=C/c1cccc([N+](=O)[O-])c1,4%,-7%,21%[12.7 µM],-3%,158%[activator],?,-6%,-2%,-1%
CCn1cc(C(=O)OCC(=O)Nc2cccc(C)c2)c(=O)c2ccc(C)nc21,-17%,-16%,-4%,?,23%,1%,0%,6%,-1%
O=C1CCCCC1Nc1ccc(Cl)cc1 (configuration not stated),51%[activator],3%,nt,-6%,14%,0%,-10%,nt,nt
COc1cccc(NS(=O)(=O)c2c(C(=O)N3CCCCCC3)c(C)n(C)c2C)c1,14%,1%,nt,5%,27%,-10%,-2%,-10%,-3%
COc1ccc(OC)c(C(C)NC(=O)Cn2c(=O)cc(C)c3c(C)nn(-c4ccc(C)cc4)c32)c1 (configuration not stated),24%,-24%,-25%[59 µM],-5%,13%,5%,i,-11%,-2%
CCCCN(CC)CCNC(=O)Cn1cnc2sc(C)c(S(=O)(=O)N3CCN(c4ccccc4OC)CC3)c2c1=O,8%,-22%,-5%[59 µM],6%,4%,19%,4%,-3%,2%
O=C(c1cnn(-c2ccc(Cl)cc2)c1)c1ccccc1O,21%,3%,12%,-9%,-21%,-6%,-13%,11%,-7%
COc1ccc(C(=O)OCC(=O)c2ccc3[nH]c(=O)[nH]c3c2)c(OC)c1OC,33%,-15%,nt,-2%,28%,-1%,-9%,nt,nt
Cc1cccc(C)c1OCc1nnc(NC(=O)CSc2ccc(Cl)cc2)s1,32%,-9%,16%[59 µM],10%,2%,7%,i,4%,1%
Nc1ccc2oc(-c3ccccc3Br)nc2c1,17%,-16%,5%[59 µM],-2%,25%,16%,0%,-3%,5%
CC(C)c1nc2scc(-c3ccc(Cl)cc3)c2c(=O)n1N,48%[activator],-1%,61%[activator],3%,23%,5%,-6%,7%,-10%
CCCNC(=O)C1CC(=O)N(c2ccc(OCc3ccc(Cl)cc3)cc2)C1 (configuration not stated),42%[activator],-15%,26%,-2%,89%[activator],6%,4%,1%,-11%
CC(C)C(=O)NNC(=O)CSc1nnc(-c2ccccc2)c(-c2ccccc2)n1,14%,-19%,-15%,11%,9%,9%,6%,-32%,-2%
CCOC(=O)c1ccc(NC(=O)COc2coc(CN3CCc4ccccc43)cc2=O)cc1,8%,?,-37%,-7%,12%,0%,-1%,?,nt
CC(C)CCNC(=O)C(c1ccco1)N(Cc1ccc(F)cc1)C(=O)c1snc(C(N)=O)c1N (configuration not stated),16%,-19%,-13%[59 µM],-1%,9%,-5%,-4%,-5%,-9%
CC(C)c1ccccc1N=C1SCCCN1C(=O)c1cccc(N2C(=O)CCC2=O)c1,11%,-13%,-20%,1%,17%,0%,2%,33%[activator],nt
CNC(=S)Nc1ccc(C)c(NC(=S)NC)c1,?,-15%,28µM*,12%,139%[activator],49%[activator],-6%,-26%,-10%
CCOC(=O)C1(CC)NC(c2ccc(N(C)C)cc2)C2C(=O)N(C)C(=O)C21 (configuration not stated),39%[activator],-12%,-17%,-6%,-9%,28%,-1%,7%,-3%
CCOc1ccccc1C1N=C(c2ccc(OC)cc2)CC(c2ccccc2O)N1 (configuration not stated),0%,-35%,?,17%,61%[activator],9%,-5%,-19%,-6%
O=C(Nc1cc2c3c(c1)CC(=O)N3CCC2)c1ccc(Br)cc1,16%,-18%,-50%,16%,21%,-10%,-9%,-25%,nt
Clc1ccc2c(c1)CNc1c(ncnc1N1CCOCC1)O2,35%,-7%,36%[59 µM],-2%,0%,38%[activator],-3%,24%,-5%
COc1ccccc1/C=C(\C)C(=O)c1c(C)cc(C)[nH]c1=O,30%,0%,6%[2.33 µM],-7%,-13%,1%,-7%,4%,-2%
CCOC(=O)c1cc2c(ccn2C)n1CC(=O)N(CC)CC,-14%,-13%,nt,-2%,-2%,3%,-2%,?,-2%
CCCC(C)C1c2c(c(C)c(C)oc2=O)Oc2c(C)c(C)oc(=O)c21 (configuration not stated),39%[activator],-25%,nt,-2%,12%,2%,2%,nt,nt
Cc1cc(C)c(NC(=O)CSc2nnc(Cc3cccn3C)n2-c2ccc(F)cc2)c(C)c1,-17%,?,45µM*,-3%,25%,6%,-6%,?,-6%
COc1ccccc1CNC(=O)CCCn1c(=O)c2ccccc2n(Cc2ccc(F)cc2)c1=O,25%,2%,-1%[59 µM],2%,5%,-2%,-3%,1%,-2%
CCCOc1ccc(-c2cc3onc(-c4ccccc4)c3c(=O)n2C)cc1,34%[activator],15%,nt,7%,11%,-5%,8%,nt,nt
CCOC(=O)c1sc(NC(=O)CN2C(=O)c3cccc4cccc(c34)C2=O)nc1C,14%,-9%,nt,3%,-15%,-5%,-3%[11.5 µM],8%,0%
Cc1ccc(C(=O)N/C(=C\c2cccs2)C(=O)N2CCN(C)CC2)cc1C,18%,-8%,71µM*,-8%,24%,9%,-7%,-2%,-1%
Cc1cccc(NC(=S)N2CCN(C(=O)C3CCCO3)CC2)c1 (configuration not stated),35%,-2%,12%,-5%,-3%,12%,2%,-7%,0%
CC(NC(=O)c1ccc(Cl)cc1Cl)C(c1ccccc1)N1CCOCC1 (configuration not stated),?,-6%,8%,-1%,52%[activator],1%,9%,-3%,-4%
Cc1cc(C)nc(OC(C(=O)O)C(OCc2ccccc2)(c2ccccc2)c2ccccc2)n1 (configuration not stated),14%,-13%,nt,-1%,-9%,1%,-9%,12%[57.1 µM],0%
COC(=O)c1cc(CSc2nc3ccc(C)cc3[nH]2)oc1C,20%,-25%,?,?,11%,-4%,-6%,-7%,-6%
CC1Cc2ccccc2N1C(=O)CN1C(=O)C(=O)N(Cc2ccccc2)C1=O (configuration not stated),9%,-9%,-38%,-6%,10%,10%,2%,-21%,8%
Cc1cc(C)c(S(=O)(=O)N2CCN(C(=O)CCOc3ccccc3C)CC2)c(C)c1,42%[activator],-3%,-11%[12.7 µM],0%,23%,5%,0%,-5%,nt
COc1ccccc1C(=O)Nc1ccc(S(=O)(=O)N2CCN(C)CC2)cc1,2%,-9%,nt,-4%,65%[activator],4%,-9%,nt,nt
COc1ccc(-c2nc(SCC(=O)c3ccc(OC)c(Br)c3)n[nH]2)cc1,50%[activator],-20%,-38%[59 µM],-8%,17%,0%,-1%,?,-3%
CCc1ccc(NC(=O)CN2C(=O)CSc3ccc(S(=O)(=O)N(C)C)cc32)cc1,9%,-9%,2%[59 µM],15%,-3%,0%,-8%,-10%,-5%
Cc1nc2sc(C)c(C)n2c(=O)c1S(=O)(=O)N1CCN(c2ccccc2F)CC1,16%,-16%,2%[59 µM],-8%,8%,-5%,-15%,-22%,-4%
CCC1(CC)C(=O)C2=C3C1[C@H](C(=O)OC)CC(C(=O)OC)C[C@H]3[C@H]1C(=O)N(c3ccccc3)C(=O)[C@H]1[C@H]2C (some centres not stated),41%&21%[activator],-11%&-1%,nt,-11%&-6%,18%&-22%,-1%,0%,nt,6%
CSc1ccccc1NC(=O)Cc1ccccc1[N+](=O)[O-],29%,-7%,-9%,0%,13%,1%,1%,19%,2%

# From PubChem
